# mHtt clearance: clearance of mutant huntingtin inclusions, primary screen, imaging, HeLa Exon1htt(103Q)mCFP, confocal imaging | aggregate imaging; zero = plate's median compound well | inhibition, % at 1.5 µM | 0.42% of 47,000 active;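 active = inhibition of aggregate fluorescence above about 70%, also judged a hit by eye on the cell image, limit read from the data, passing the limit was not always enough; inconclusive = no rule stated for this call; inactive = not judged a hit on image review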;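 note: cells exposed to compound for three days before fixation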
# mHtt clearance grain fraction: second read-out of mHtt clearance, no call of its own (marks repeat the call); fraction fluorescence in grains; measured here: aggregate grain fluorescence fraction; stronger effect = lower value;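 scaled fraction of total cell fluorescence in grains with unit not stated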
# * hit, by the source's call; ? = inconclusive; / = not tested or not shown. Only part of the results is shown; the hit share may differ from the screen's.
# Value order – mHtt clearance, mHtt clearance grain fraction
> CC1CN(S(=O)(=O)c2ccccc2)CC(C)O1 (stereo not given)
→ -9, 18
> CCCc1noc2c1/C(=N\O)CC(CC(C)SCC)C2 (stereo not given)
→ -7, 46
> Cc1ccccc1CSc1nnc(-c2ccco2)n1Cc1ccco1
→ -15, 50
> Cc1ccc(NC(=O)/C(=C\C=C\c2ccccc2)NC(=O)c2ccccc2)cc1
→ 4, 37
> Nc1nc2ccccc2n1C(=O)CCc1ccccc1
→ -93, 32
> COc1cccc(C(=O)N2CCSC2=S)c1
→ -12, 41
> COCCCNC(=O)CCNS(=O)(=O)c1ccc(C)cc1
→ 66, 6.6
> Cc1ccnn2c(-c3ccccc3)c3c(=O)n(C)c(=O)n(C)c3c12
→ -18, 22
> CCCCNC(=O)Nc1ccccn1
→ -18, 33
> CCOc1cc(NC(=O)c2cccs2)c(OCC)cc1NC(=O)c1ccco1
→ 20, 32
> CCOC(=O)CCCNC(=O)CN1C(=O)NC(CCc2ccccc2)C1=O (stereo not given)
→ 30, 14
> CCOC(=O)c1ccc(NC(=O)CCOc2ccc(OC)cc2)cc1
→ -16, 27
> Cn1c(C(=O)NC2CC2)cc2c(=O)n(C)c3ccccc3c21
→ 27, 33
> CCOC(=O)Cc1cnc(NC(=O)NC(C(=O)OCC)(c2ccccc2)C(F)(F)F)s1 (stereo not given)
→ -34, 24
> O=C(Cc1cccs1)N1CCN(c2ccccn2)CC1
→ 10, 19

# Grouped by structure, the entries above with a thiophene ring, fused or not (2)
# Value order – mHtt clearance, mHtt clearance grain fraction
> CCOc1cc(NC(=O)c2cccs2)c(OCC)cc1NC(=O)c1ccco1
→ 20, 32
> O=C(Cc1cccs1)N1CCN(c2ccccn2)CC1
→ 10, 19

# Remaining list, next part
# Value order – mHtt clearance, mHtt clearance grain fraction
> CCOC(=O)c1cc(C)sc1NC(=S)Nc1ccccc1
→ 18, 19
> CS(=O)(=O)N(CC(=O)N1CCCC1)c1ccc2c(c1)OCCO2
→ 37, 12
> O=C(O)C1[C@H]2C(=O)N(Cc3cccs3)C[C@]23C=C[C@H]1O3 (stereo not given in full)
→ 20, 27
> Cn1c(=O)[nH]c(=O)c2c1ncn2CCCc1ccccc1
→ -62, 50
> OC(CNCCc1ccc(Cl)cc1)COCc1ccco1 (stereo not given)
→ 26, 29
> COc1ccc2cc(C(=O)c3ccccc3)c(=O)oc2c1
→ -7, 45
> C/C(=C\c1ccccc1)CN1CCN(c2ccccc2)CC1
→ -37, 51
> Cc1nc(/C=[N+](\[O-])C(C)(C)/C=N/O)n(O)c1C
→ 39, 19
> Cc1cc(NC(=O)c2ccc(Cl)cc2)no1
→ -30, 26
> COc1ccc(Br)cc1CN1CCCCCCC1
→ 20, 15
> COc1ccccc1CN(Cc1nc2ccccc2c(=O)[nH]1)C(=O)Nc1ccc(C)cc1
→ -210, 100
> CS/C(=N\S(=O)(=O)c1cccs1)NC(=O)CSc1nc2ccccc2s1
→ -12, 23
> CCOC(=O)N1CCC(Nc2c(NCCN3CCN(c4cccc(Cl)c4)CC3)c(=O)c2=O)CC1
→ -68, 76
> COc1ccc(C/C(O)=C(\C#N)c2nc3ccccc3s2)cc1
→ -8, 20
> Nn1c(SCC(=O)NC2CCCCC2)nnc1-c1ccccc1
→ -1, 44
> Cc1ccc(-c2c3c(=O)n(C)c(=O)n(C)c3cn2Cc2cccnc2)cc1
→ -46, 54
> O=C(NCCOc1nc(N2CCOCC2)nc(N2CCOCC2)n1)Nc1ccccc1
→ 4, 42
> CC(NC(=O)c1ccccc1Cl)C1COc2ccccc2O1 (stereo not given)
→ -53, 30
> Cc1cc(C(F)(F)F)c2sc(N)nc2n1
→ -10, 38
> C=CCOc1nc(-c2ccncc2)nc2ccccc12
→ -46, 49
> Cc1ccc(-n2nc(C)c3c(-c4cccs4)c(C#N)c(N)nc32)cc1
→ 37, 22
> O=C(CS(=O)(=O)Cc1ccccc1)N1CCc2ccccc2C1
→ -3, 20
> CC(=O)NC1C(=O)N(CCc2ccccc2)c2ccccc21 (stereo not given)
→ -33, 45
> Cc1noc(C)c1COC(=O)CCCc1nc2ccccc2s1
→ 32, 13
> Cc1nc2c(-c3ccc(F)cc3)c(C)nn2c(C)c1CCC(=O)NCCN1CCOCC1
→ 43, 27
> O=C1NCCN1C(=O)C12CC3CC(CC(C3)C1)C2
→ 4, 36
> O=c1cc(-c2ccccc2)nc2nc(SCc3ccccc3)[nH]n12
→ 28, 30
> O=C(c1ccc2snnc2c1)N1CCN(c2ccccc2)CC1
→ ?, /
> COc1ccc(OCCSc2ncccn2)cc1
→ 22, 14
> Cc1ccc(S(=O)(=O)NCC(=O)OCc2nnc(-c3ccccc3)o2)cc1C
→ 28, 27
> O=C(Oc1cncc(Cl)c1)c1ccco1
→ ?, /
> CCC(C)Sc1nnc(Cc2cc(=O)[nH]c(=O)[nH]2)n1-c1ccc(OC)cc1 (stereo not given)
→ -322, 190
> COc1cccc(C2=CC(c3ccc(N(C)C)cc3)n3nnnc3N2)c1 (stereo not given)
→ -7, 37
> CN(C)C(=O)COc1ccc2ccc(=O)oc2c1
→ 20, 18
> CCn1cnc2cc(NCc3ccncc3)ccc21
→ 43, 12
> CC(=O)Nc1ncc2c(n1)CC(c1ccco1)CC2=O (stereo not given)
→ -16, 44
> COCCn1nnnc1C(c1ccc(Cl)cc1)N1CCSCC1 (stereo not given)
→ -35, 49
> CCOC(=O)C(NC(=O)CC)(Nc1cc(C)on1)C(F)(F)F (stereo not given)
→ -5, 36
> Cc1ccc(C(=O)C2COC(=O)C2)cc1 (stereo not given)
→ 10, 18
> O=c1c(/C=C(\O)c2ccc(F)cc2)nc2ccccc2n1-c1ccccc1
→ 6, 26
> Cn1c(=O)[nH]c(=O)c2c1nc(Br)n2CC(O)c1ccccc1 (stereo not given)
→ 41, 12
> CC(=O)Nn1c(-c2ccccc2)cc2ccccc21
→ -58, 35
> Cc1ccc2nc(N3C(=O)C(O)=C(C(=O)c4ccco4)C3c3cccs3)sc2c1 (stereo not given)
→ -15, 47
> CC(=O)Nc1c(O)nc(SCC(=O)Nc2ccc(C(C)=O)cc2)[nH]c1=O
→ 0, 37
> Cc1ccc(N/C=C(\C#N)c2ccc(OCCCF)cc2)cc1
→ -121, 70
> CON1C(=O)C(=O)N(OC)C(C)(C)C1C (stereo not given)
→ -22, 47
> Cc1ccc(-c2cc(C(F)F)n3ncc(C(=O)N4CCCc5ccccc54)c3n2)cc1
→ 7, 18
> O=C(/C=N/O)NCc1cccnc1
→ 4, 35
> Cc1ccc2cc(CN(CCCN3CCOCC3)C(=O)NC3CCCCC3)c(=O)[nH]c2c1C
→ 1, 34
> CC(C)C(=O)NC(NC(=S)NC1CCS(=O)(=O)C1)C(Cl)(Cl)Cl (stereo not given)
→ 22, 16
> CC(=O)C1=C(NC(=O)c2ccc(F)cc2)CC2C1C2(C)C (stereo not given)
→ -10, 44
> CN1C(=O)c2ccc(N(C)C)cc2C1=O
→ -18, 25
> COC(=O)c1cc(OC)c(OC)cc1NC(=O)CCc1ccc(C)o1
→ -31, 28
> C=CCn1c(SCc2csc(C)n2)nc2scc(-c3ccc(C)o3)c2c1=O
→ 9, 17
> CSCC[C@H](NC(=O)c1nn(C)c(=O)c2ccccc12)c1nc2ccccc2[nH]1
→ 16, 33
> CCOC(=O)Cc1csc(NC(NC(=O)OCC)(C(=O)OCC)C(F)(F)F)n1 (stereo not given)
→ 6, 17
> CCOc1cc(S(=O)(=O)Nc2ccc(Cl)cn2)ccc1F
→ -12, 23
> Nc1cc(=O)[nH]n1C1CCN(c2ccccc2)CC1
→ -5, 22
> CC(=O)OC(C(=O)NCCc1ccccc1)c1cccnc1 (stereo not given)
→ -49, 31
> N/C(=N\OC(=O)c1cccc(Br)c1)c1ccccc1
→ -6, 32

# New compounds follow
# Value order – mHtt clearance, mHtt clearance grain fraction
> COc1cc(CN2CCC(C(=O)N3CCN(c4ccccc4F)CC3)CC2)cc(OC)c1OC
→ 10, 21
> O=C(NC1CC2CCCC(C1)N2C(=O)Nc1ccccc1)c1ccncc1 (stereo not given)
→ 0, 29
> CC(C)(C)n1nnnc1C(c1cccnc1)N1CCN(c2ccccc2F)CC1 (stereo not given)
→ -62, 31
> COc1cccc2c(C)nc(Nc3nc(CSc4nnc(C)s4)cc(=O)[nH]3)nc12
→ -112, 38
> COc1ccc(CC(=O)Nc2ccc(-c3nnc(-c4ccccc4)o3)cc2)cc1
→ 21, 16
> CCOC(=O)c1ccccc1NC(=O)COc1ccccc1
→ -2, 21
> CCOc1cc(S(=O)(=O)NC2CC(C)(C)NC(C)(C)C2)ccc1F
→ 22, 15
> CN1CCN(C(=O)c2ccccc2-c2nc(-c3ccc(Cl)cc3)no2)CC1
→ -103, 40
> CC1(C)CC(=O)CC(C)(C)N1OC(=O)c1ccncc1
→ -2, 22
> CC(C)OC(=O)NC(C)(C)COC(=O)Nc1cccc(Cl)c1
→ -5, 18
> O=C(N1CCCCCC1)N1CCN(S(=O)(=O)N2CCCCC2)CC1
→ 28, 14
> COc1ccc(Cl)cc1NC(=O)N1CCN(CCc2ccccc2)CC1
→ 26, 14
> Oc1ccc(N=Cc2ccc(-c3cccs3)s2)cc1
→ -13, 48
> COc1ccc(-n2c(=O)c3c4c(sc3n3c(C)nnc23)CC(C)CC4)cc1 (stereo not given)
→ 17, 16
> COc1ccc(NC(=O)c2ccc3c(c2)C(=O)N(Cc2cccnc2)C3=O)cc1
→ -23, 22
> CCc1ccccc1NC1c2ccccc2C(=O)N1c1cccnc1 (stereo not given)
→ -2, 18
> Cc1nnc(SCC(=O)NCc2cccs2)[nH]c1=O
→ 15, 31
> Cc1ccc(OC(=O)NC2CCS(=O)(=O)C2)cc1C (stereo not given)
→ 33, 13
> Cc1cc(C)nc(NC(=O)C(C)N2C(=O)c3ccccc3C2=O)n1 (stereo not given)
→ 30, 14
> Cc1c(C(=O)Nc2cccc(C(F)(F)F)c2)oc2ccc(S(=O)(=O)N3CCOCC3)cc12
→ -35, 47
> CC(C)c1cc(C(=O)Nc2cc(Cl)ccc2O)no1
→ -9, 20
> c1cncc(-c2nnc(-c3cccnc3)nn2)c1
→ -53, 33
> NC1=NC2(CCC(c3ccccc3)CC2)n2c(nc3ccccc32)N1 (stereo not given)
→ -21, 36
> CC1CCC(NC(=O)CC(C)(C)Cc2nc3ccccc3c(=O)[nH]2)CC1 (stereo not given)
→ -44, 51
> CC1=C(C(=O)Nc2ccc(Cl)cc2)C(c2cccs2)n2nnnc2N1 (stereo not given)
→ 20, 17
> Cc1[nH]c2ccccc2c1NC(=O)CN1CCN(c2cccc(C(F)(F)F)c2)CC1
→ -3, 22
> O=C(c1ccco1)N1CCN(C(=O)c2sccc2-c2ccccc2)CC1
→ -2, 47
> CC(C)OCCCNC(=O)C1CCC(=O)N1C(C)C (stereo not given)
→ 37, 21
> CCc1ccccc1NC(=O)C1CCCN(S(=O)(=O)c2c(C)noc2C)C1 (stereo not given)
→ 14, 15
> COc1cc2nc(SCC(=O)NCc3ccco3)n(Cc3ccc(Cl)cc3)c(=O)c2cc1OC
→ 2, 21
> Cn1c(Oc2ccccc2NCc2cccc(Br)c2)cc(=O)n(C)c1=O
→ 41, 23
> O=C(CSc1nnc(-c2cc3ccccc3cc2O)n1Cc1ccco1)c1ccc(F)cc1
→ 35, 14
> Cc1ccc2c(C(=O)CN3CCN(C4CCCCC4)CC3)c(C)[nH]c2c1
→ -38, 30
> COC(=O)COc1ccc(S(=O)(=O)Nc2ccc3c(c2)OCCO3)cc1Cl
→ 20, 16
> CN(CCC#N)c1ncnc2scc(-c3ccccc3)c12
→ 22, 34
> O=C(CCCN1C(=O)c2cccc3cccc(c23)C1=O)N1CCc2ccccc2C1
→ 5, 34
> C=CCNC(=O)CCCC(=O)NCC=C
→ -11, 21
> CCCC(=O)Nc1nc2ccc3nc(C)sc3c2s1
→ -67, 66
> CCC(CC)NC(=O)c1ccccc1Oc1ccccc1
→ 19, 16
> CCCCn1c(NC(=O)c2ccccc2)nc2ccccc21
→ 32, 23
> O=C1CSC(=S)N1Cc1cccnc1
→ 14, 31
> O=C(CN1C(=O)CCC1=O)Nc1ccc2c3c(cccc13)CC2
→ -6, 36
> COC(=O)NCC(c1cccnc1)N1CCN(c2ccccc2)CC1 (stereo not given)
→ -23, 64
> COc1cccc2sc(Nc3nc(C)c(C(C)=O)s3)nc12
→ -62, 54
> Cc1cc(C)n(S(=O)(=O)c2ccc(C)c(C)c2C)n1
→ 14, 17

# Profiles as entered above. Values in the order: mHtt clearance, mHtt clearance grain fraction
# Results for C=CCNC(=O)CCCC(=O)NCC=C : -11, 21
# Results for O=C(CN1C(=O)CCC1=O)Nc1ccc2c3c(cccc13)CC2 : -6, 36
# Results for COC(=O)NCC(c1cccnc1)N1CCN(c2ccccc2)CC1 (stereo not given) : -23, 64

# (continued)
# Value order – mHtt clearance, mHtt clearance grain fraction
> Cc1c(N=Cc2ccc(Br)s2)cccc1[N+](=O)[O-]
→ -18, 39
> COc1ccc(OC)c2sc(N3CCCCC3)nc12
→ 19, 36
> Cc1[nH]c(=O)[nH]c(=O)c1S(=O)(=O)N1CCN(c2cccc(Cl)c2)CC1
→ 14, 17
> C/C(=N/NC(=O)Cc1cccc2ccccc12)c1cccs1
→ 6, 32
> COC(=O)C(C)Sc1nnc(Cc2cc(=O)[nH]c(=O)[nH]2)n1-c1cccc(OC)c1 (stereo not given)
→ -35, 61
> CN(C)Cc1c(O)ccc2occ(C(=O)c3ccccc3)c12
→ 40, 11
> CN(C)/C=N/c1sc2c(c1C#N)CCC2
→ 11, 39
> CCN(CC)c1nc2ccccc2c(N)c1-c1ccccc1
→ 3, 42
> Cn1cnc(S(=O)(=O)N2CCc3ccccc32)c1
→ 20, 14
> CCOC(=O)CSC1=C(C#N)C(c2ccc(Cl)cc2)C(C(=O)OC)C(=O)N1 (stereo not given)
→ -3, 19
> COc1ccccc1NC(=O)COc1ccc(CO)cc1Cl
→ 12, 16
> Fc1ccccc1-c1nnc2c3ccccc3nc(N3CCOCC3)n12
→ -11, 23
> Cc1nn(C)cc1CNC(=O)C1C2CCC(O2)C1C(=O)O (stereo not given)
→ -52, 52
> CCCC(=O)Nc1cc(=O)n(C)c(=O)n1C
→ 17, 40
> COc1cc(C2CC(=O)c3cnc(NC(C)=O)nc3C2)cc(OC)c1OC (stereo not given)
→ -58, 28
